Screening results (PubChem)
14-3-3 PPI = alters human 14-3-3 gamma binding to Raf peptide; P61981; FP, 14-3-3gamma / TMR-pS259-Raf peptide binding; inhibition, % at 40 µM; actives 0.19% (n = 160,000); AID 422; in the data active means inhibition above about 30%;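 further: 0% = protein plus tracer without compound and 100% = blank with tracer alone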
Target sequence (P61981 whole entry, looked up): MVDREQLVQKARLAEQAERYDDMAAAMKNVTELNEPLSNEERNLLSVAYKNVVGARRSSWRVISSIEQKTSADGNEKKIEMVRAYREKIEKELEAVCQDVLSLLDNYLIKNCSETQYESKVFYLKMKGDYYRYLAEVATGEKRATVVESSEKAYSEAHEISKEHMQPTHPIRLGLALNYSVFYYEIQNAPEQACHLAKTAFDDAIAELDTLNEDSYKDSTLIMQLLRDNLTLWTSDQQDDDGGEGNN
Numbers without * were called inactive; & = joins results of further samples. Some of the compounds tested (hit frequency here may not be typical).

SMILES	14-3-3 PPI
Cc1ccc(-c2nnc(N3CCOCC3)c3ccccc23)cc1S(=O)(=O)N(C)C	-5
O=C(NCCCN1CCN(c2cccc(Cl)c2)CC1)c1nc(-c2ccncc2)no1	-4
CC(C(=O)Oc1ccc(C2C3=C(Nc4[nH]c(=O)n(C)c(=O)c42)c2ccccc2C3=O)cc1)N1C(=O)c2ccccc2C1=O (stereo unspecified)	-138
CCOc1cccc(N2C(=O)CC(N3CCC(C(N)=O)(N4CCCCC4)CC3)C2=O)c1 (stereo unspecified)	-9
Clc1ccc(-c2noc(COc3cccc4ccccc34)n2)cc1	-11
CC(C)(C)NC(=O)c1ccccc1-c1nc(-c2ccccc2Cl)no1	-12
CCCOc1ccccc1C1C2=C(CC(C)(C)CC2=O)N(CC(=O)O)C2=C1C(=O)CC(C)(C)C2	-3
C(=Cc1nc2ccccc2[nH]1)c1ccccc1	-7
Cc1nc(-c2ccc(NC(=O)c3cccs3)cc2)cs1	1
Cc1cc(/C(=N/O)C(C)(C)NO)ccc1Cl	-7
O=C(CN(c1ccc(F)cc1)S(=O)(=O)c1ccc2c(c1)OCCO2)N1CCOCC1	0
O=C1C(Cc2ccccc2)N=C2c3ccccc3N=C(SCc3cccc([N+](=O)[O-])c3)N12 (stereo unspecified)	-17
CCC(C)(C(=O)NC1CCCCC1)N(C(=O)CC1NC(=O)NC1=O)c1ccc(C)cc1 (stereo unspecified)	-2
O=C(CSc1nc2c(c(=O)[nH]1)CCC2)Nc1cccc(Cl)c1	-1
O=C(O)CCCC(=O)N1N=C(c2ccccc2)CC1c1cc2cc3c(cc2nc1Cl)OCCO3 (stereo unspecified)	-11
CCc1ccccc1N1CCN(S(=O)(=O)c2ccc(F)c(C)c2)CC1	-4
O=C(O)CCCC(=O)Nc1cccc(C(=O)O)c1	-7
CCCCNS(=O)(=O)c1ccc2oc(C(=O)O)c(C)c2c1	-3
COc1ccc(C)cc1NC(=O)Cc1c(C(=O)O)n(C)c2ccc(C)cc12	-4
CC1=C(C(=O)Nc2cccc(C(F)(F)F)c2)C(c2ccccc2C)C2=C(CC(C)(C)CC2=O)N1 (stereo unspecified)	8
COc1ccc(NC(=O)C(=O)NCc2ccncc2)cc1	-1
C1COCCNCCOCCN1	4
O=C(O)CCc1ccc(-c2cccs2)n1CC1CCCO1 (stereo unspecified)	-13
CCCCOc1ccc(C(=O)OC2CC(C)N(C)CC2C)cc1 (stereo unspecified)	3
COc1cccc2cc(-c3cn4cccc(C)c4n3)c(=O)oc12	-11
COc1ccc(OC)c(CNC(=O)C2CCN(S(=O)(=O)N3CCC(C)CC3)CC2)c1	-11
CSc1c[n+]2c(n1C)CCC2	-3
CC(=O)N1CCc2cc(Br)cc(S(=O)(=O)CC(=O)Nc3cc(C)ccc3C)c21	1
Cc1ccc(-n2c(C)cc(C(=O)COC(=O)c3c(C)noc3C)c2C)cc1	-3
Cc1ccc(C2C=C(c3ccc(Br)cc3)Nc3nnnn32)c(C)c1 (stereo unspecified)	0
CSC1=NC(=Cc2cc(Cl)ccc2OCc2ccccc2)C(=O)S1	-11
COc1cc2c(=O)n(Cc3ccccc3Cl)c(=O)n(CC(=O)NCc3ccccc3)c2cc1OC	3
CN(C)Cc1c(O)ccc2cc(-c3nc4ccccc4[nH]3)c(=O)oc12	-3
CCCC(=O)Nc1cc(OC)c(OC)cc1C(=O)O	-6
CC1(C)Cc2nc(NCCCO)c(C#N)cc2CO1	2&-3
CSc1snc(SCC(N)=O)c1C#N	-5
COc1nnc(-c2ccc(C)c(S(=O)(=O)NCc3ccccc3)c2)c2ccccc12	2
COc1ccccc1C1/C(=C(\O)c2ccc(Cl)cc2)C(=O)C(=O)N1c1ccccc1 (stereo unspecified)	1
COc1ccccc1C(=O)Nc1cccc(-c2nc3ccccc3o2)c1C	-52
COCC1=C(C(=O)OC)C(c2cccc([N+](=O)[O-])c2)n2ncnc2N1 (stereo unspecified)	1
Nc1cc(=O)[nH]c(SCC(=O)Nc2ccc(S(N)(=O)=O)cc2)n1	-25
Cc1ccc(N2CCN(S(=O)(=O)c3ccc(F)c(C)c3)CC2)c(C)c1	6
COc1ccc(-c2csc(NC(=O)c3ccc(S(=O)(=O)N4CCc5ccccc54)cc3)n2)cc1C	-19
COc1cccc(-c2cc(C(=O)Nc3cccc4c3C(=O)c3ccccc3C4=O)c3ccccc3n2)c1	-23
CCOC(=O)C1C2C=CC3(CN(Cc4cccs4)C(=O)C13)O2 (stereo unspecified)	-1
CC1CCc2c(sc(NC(=O)c3cccs3)c2C(N)=O)C1 (stereo unspecified)	1
CCC(C(=O)Nc1ccccc1OC)n1nc(-c2ccc(OC)cc2)ccc1=O (stereo unspecified)	0
CCc1ccc(NC(=O)C(C)Oc2ccc(Cl)c(C)c2)cc1 (stereo unspecified)	-12
CCOc1ccc(/C(O)=C2\C(=O)C(=O)N(CCN(C)C)C2c2ccc(Cl)cc2)c(C)c1 (stereo unspecified)	-4
O=[N+]([O-])c1cc(C=Nc2c(-c3ccco3)nc3ccccn23)ccc1Br	-11
CSCC[C@H](NC(=O)Nc1cccc(C(F)(F)F)c1)C(=O)O	-2
CCOC(=O)c1c(NC(=O)c2ccccc2NS(=O)(=O)c2cccc3nsnc23)sc2c1CCCC2	10
COc1ccc([C@@H]2Sc3ccccc3N(CCN(C)C)C(=O)[C@@H]2OC(C)=O)cc1	-5&-4
CCOc1ccc(C(=O)Nc2cccc(-c3nc4cc(C)ccc4o3)c2)cc1	-151
Cc1ccc(C2CC(C(F)(F)F)n3ncc(C(=O)O)c3N2)cc1 (stereo unspecified)	-2
c1ccc2c(C(c3ccsc3)c3c[nH]c4ccccc34)c[nH]c2c1	-19
CCCCCOc1ccc(Nc2ccc(N3C(=O)C4CC=CCC4C3=O)cc2[N+](=O)[O-])cc1 (stereo unspecified)	10
C=CCn1c(N)cc(=O)nc1SCC(=O)Nc1ccc(Cl)cn1	-15
COC(=O)NCc1ccc(S(=O)(=O)N2CCOCC2)cc1	5
O=C(CC1(O)C(=O)Nc2ccccc21)c1ccccc1C(F)(F)F (stereo unspecified)	-1

A different layout for part of the listing above.
CSCC[C@H](NC(=O)Nc1cccc(C(F)(F)F)c1)C(=O)O
  14-3-3 PPI = -2
CCOC(=O)c1c(NC(=O)c2ccccc2NS(=O)(=O)c2cccc3nsnc23)sc2c1CCCC2
  14-3-3 PPI = 10
COc1ccc([C@@H]2Sc3ccccc3N(CCN(C)C)C(=O)[C@@H]2OC(C)=O)cc1
  14-3-3 PPI = -5&-4
CCOc1ccc(C(=O)Nc2cccc(-c3nc4cc(C)ccc4o3)c2)cc1
  14-3-3 PPI = -151

Next section
SMILES	14-3-3 PPI
COCCN1C(=O)c2ccccc2C(C(=O)NCc2ccc(C)cc2)C1c1c[nH]c2ccccc12 (stereo unspecified)	-2
COC(=O)COc1ccc(S(=O)(=O)NC2CCCCCC2)cc1	0
Cc1ccc(NC(=O)CC2(C)Nc3ccccc3C(=O)N2c2ccccc2C)c(C)c1 (stereo unspecified)	-9
CCOCCOC(=O)CCSc1n[nH]c(=O)[nH]c1=O	-3
CN(CCOc1ccc(C[C@H](Nc2ccccc2C(=O)c2ccccc2)C(=O)O)cc1)c1ccccn1	-4
COc1ccc(OC)c2sc(NC(=O)C3CC3)nc12	-2
CSc1nnc2c(n1)OC(c1cccnc1)Nc1ccccc1-2 (stereo unspecified)	5
CCOP(=O)(c1ccccc1)C1(C#N)CCCC1 (stereo unspecified)	6
CNC(=O)c1ccc2c(c1)C1C3CCC(C3)C1C(c1ccccc1)N2 (stereo unspecified)	3
COCCN1C(=O)c2ccccc2C(C(=O)Nc2ccc(Br)cc2C)C1c1cn(C)c2ccccc12 (stereo unspecified)	-9
CNC(=O)CN1C(=O)C2C3C=CC(C3)C2C1=O (stereo unspecified)	-2
COc1ccc(C2=CSC3=NCCN23)cc1Cl	-7
Cc1cccc(C2N3CC4(C)CN2CC(C)(C3)C4O)c1 (stereo unspecified)	-2
CCN1C(=O)c2cccc3c(S(=O)(=O)Nc4cccc(C)n4)ccc1c23	-4
Cc1ccc(-c2cc(C(=O)NC3=NCCS3)c3cc(Br)ccc3n2)o1	-53
Cc1ccc2nc(NC(=O)c3ccccc3[N+](=O)[O-])sc2c1	0
COc1ccc(-n2nnc3c(=O)n(CC(=O)OCc4ccccc4)cnc32)cc1	-3
CC(=O)Nc1ccc2nc(SCc3nc4ccccc4[nH]3)sc2c1	-10
CC1=C(C(=O)OC2CCCCC2)C(c2ccccc2OC(C)C)C2=C(CCCC2=O)N1 (stereo unspecified)	-2
CCOC(=O)C1C(=O)C(C(=O)OCC)C(c2cccnc2)NC1c1cccnc1 (stereo unspecified)	-4
Cc1cccc(-n2cnc3cc(C(=O)NCc4cccnc4)ccc32)c1	-77
COc1ccc(C(=O)NCc2ccccc2OC)cc1	1
CCc1nc2ccccc2n1CCC(C)C	1
O=C(CCn1c(=O)[nH]c2ccccc2c1=O)N1CCc2ccccc21	4
O=c1c2sc3ccccc3c2[nH]c(=S)n1C1CCN(Cc2ccccc2)CC1	-8
Cc1ccccc1Cn1c(CN2CCN(C(=O)c3ccco3)CC2)nc2c1c(=O)n(C)c(=O)n2C	1
O=C(Nc1nnc(COc2ccc(F)cc2)s1)C1CCCCC1	-19
CCCSc1nsc(SCCC)c1C(N)=O	0&-6
CCOC(=O)Cc1cc(-c2ccc(Br)cc2)nc2ccc3ccccc3c12	2
C=CCc1cc(C)ccc1OCC(O)CN1CCN(c2ccccc2)CC1 (stereo unspecified)	-4
Cc1ccc(/C(O)=C2\C(=O)C(=O)N(Cc3cccnc3)C2c2ccc(Cl)cc2)cc1 (stereo unspecified)	5
COc1ccccc1C(=O)N1CCN=C1SCc1ccccc1C	-12
Cc1ccc(-c2nnc3n2N=C(c2ccccc2Br)CS3)cc1	5
CCn1c(SCC(=O)Nc2nc(C)cs2)nnc1-c1cccnc1	-6
CCOC(=O)NC(Nc1nnc(C)s1)(C(=O)OCC)C(F)(F)F (stereo unspecified)	-8
COc1cc(C(=O)NCCC2=CCCCC2)cc(OC)c1OC	1
O=C(CSc1nc2ccccc2c(=O)n1CCc1ccccc1)NC1CCCCC1	-1
NCCCCCCNc1ccc(C(F)(F)F)cc1[N+](=O)[O-]	-6
CC(C)c1nnc(NC(=O)c2ccc(N3C(=O)CCC3=O)cc2)s1	-2
COc1ccc(C2(C(=O)N3CCOCC3)CCOCC2)cc1OC	1
CCOC(=O)c1cccc(NC(=O)C2CCCN(S(=O)(=O)c3c(C)n[nH]c3C)C2)c1 (stereo unspecified)	-6
Cn1c(NC(=O)c2cccnc2)nc2ccccc21	-10
COc1cccc(C2CC(c3ccccc3Cl)n3nnnc3N2)c1 (stereo unspecified)	-2&-1
COCCN1C(=O)C(O)=C(C(C)=O)C1c1ccc([N+](=O)[O-])cc1 (stereo unspecified)	14
CCOC(=O)N1CCN(C(=O)CNC(=O)Cc2ccc(Cl)cc2)CC1	-1
CC1CCN(C(=O)CSc2cn(CCNC(=O)c3cccc(C(F)(F)F)c3)c3ccccc23)CC1	-6
Cn1cnnc1-c1cccc(NS(=O)(=O)c2ccc(N3CCCC3=O)cc2)c1	-4
Cn1c(=O)c2c(nc(NCC3CCCO3)n2Cc2ccc(Cl)cc2)n(C)c1=O (stereo unspecified)	-2
N#CCCSc1ccccc1NC(=O)c1ccc(S(=O)(=O)N2CCCC2)cc1	2&-3
CCC(C)(C(=O)NC1CCCC1)N(Cc1ccco1)C(C)=O (stereo unspecified)	-64
CSc1nnc2c(n1)OC(c1ccccc1C)Nc1ccc(Br)cc1-2 (stereo unspecified)	49*
CSc1cccc(NC(=O)c2ccccc2C(=O)O)c1	0
Cc1nnc(NC(=O)CSc2nnc(CCc3nc4ccccc4[nH]3)n2C)s1	0
CCNC(=O)CC1C(=O)N(c2ccc(OC)cc2)C(=O)N1Cc1ccc(OC)cc1 (stereo unspecified)	-7
CCOc1ccc(C(=O)NCC2CCCO2)cc1 (stereo unspecified)	-4
O=C(CSc1nc(O)c(C2CCCCC2)c(=O)[nH]1)NCC1CCCO1 (stereo unspecified)	5
Cc1cccc(C)c1NC(=O)c1cccc2ccccc12	1
Cc1ccc(-c2nnc(SCC(=O)O)o2)cc1	-3
Cc1ccc([N+](=O)[O-])cc1S(=O)(=O)N(C(=O)c1ccncc1)c1ccc2oc3c(c2c1)CCCC3	-7
Cc1cccc(-n2ncc3c(NCCc4ccc(S(N)(=O)=O)cc4)ncnc32)c1	3

Some of these compounds in order of count of non-hydrogen atoms, falling.
SMILES	14-3-3 PPI
Cc1nnc(NC(=O)CSc2nnc(CCc3nc4ccccc4[nH]3)n2C)s1	0
CSc1nnc2c(n1)OC(c1ccccc1C)Nc1ccc(Br)cc1-2 (stereo unspecified)	49*
CCC(C)(C(=O)NC1CCCC1)N(Cc1ccco1)C(C)=O (stereo unspecified)	-64
Cc1cccc(C)c1NC(=O)c1cccc2ccccc12	1
CCOc1ccc(C(=O)NCC2CCCO2)cc1 (stereo unspecified)	-4
Cc1ccc(-c2nnc(SCC(=O)O)o2)cc1	-3

A different layout for some results above:
| smiles | 14-3-3 PPI |
| --- | --- |
| N#CCCSc1ccccc1NC(=O)c1ccc(S(=O)(=O)N2CCCC2)cc1 | 2&-3 |
| CCNC(=O)CC1C(=O)N(c2ccc(OC)cc2)C(=O)N1Cc1ccc(OC)cc1 (stereo unspecified) | -7 |
| Cc1ccc([N+](=O)[O-])cc1S(=O)(=O)N(C(=O)c1ccncc1)c1ccc2oc3c(c2c1)CCCC3 | -7 |
| Cn1c(=O)c2c(nc(NCC3CCCO3)n2Cc2ccc(Cl)cc2)n(C)c1=O (stereo unspecified) | -2 |
| Cc1ccc(-c2nnc(SCC(=O)O)o2)cc1 | -3 |
| CSc1nnc2c(n1)OC(c1ccccc1C)Nc1ccc(Br)cc1-2 (stereo unspecified) | 49* |
| Cc1cccc(C)c1NC(=O)c1cccc2ccccc12 | 1 |

Next part
SMILES	14-3-3 PPI
CC(C)OC(=O)c1cc2nc(-c3ccc(Br)cc3)cc(C(F)(F)F)n2n1	-15
O=C(CN1CCN(C(=O)c2ccccc2F)CC1)Nc1ccc(Br)cc1	-8&-4
O=C(NCCO)c1ccc([N+](=O)[O-])cc1	-6
CCOC(=O)c1c(N)sc2c(O)c(Br)ccc12	0
O=c1[nH]c2sc3c(c2c(=O)n1-c1cccc(Cl)c1)CCC3	-15
